TRPC4 inh = inhibitors of mouse TRPC4 channel; Q9QUQ5; HEK293 TRPC4beta/mu-opioid, DAMGO-evoked Fluo4 calcium flux; active compounds read low; B-score at 10 µM; hit rate 0.39% among 300,000;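 active = B-score over 3 SD under the library average, no early fluorescence shift, positive overall ratio signal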
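Assay system: HEK293 cells with stable TRPC4beta plus mu-opioid receptor expression. Dosing: single dose. Measured by: Fluo4 Ca2+ flux fluorescence. Also added: DAMGO in two steps, submaximal then maximal. Read-out: B score from integrated Fluo4 fluorescence ratio.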
MrgX1 agonist = activates human MrgX1 receptor signaling. Q96LB2. MrgX1-HEK293 cells, Fluo-4 calcium fluorescence, agonist mode; active compounds read high. B-score at 10 µM. hit rate 0.44% among 310,000. AID 588627;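 active = calcium response B-score plate-corrected fluorescence ratio at least 3 library SD, with starting fluorescence B-score inside 5 SD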
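System – MrgX1-expressing HEK293 cells · Incubation – cells plated overnight, dye loaded 0.5 h 37 °C, 0.5 h room temperature · Technique – kinetic Fluo-4 NW fluorescence of intracellular calcium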
TRPC4 potent = allosterically enhances the mouse TRPC4 cation channel; B-score at 10 µM; HEK293 TRPC4beta/mu-opioid, DAMGO EC20, Fluo-4 Ca2+ flux; active compounds read high; hit rate 0.42% among 310,000;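 active = B-score of calcium response area above 5 SD of library B-scores, with initial fluorescence ratio within 5 SD of library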;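 note: B-score of integrated fluorescence ratio over time as area under calcium response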
ANO1 block = mouse TMEM16A channel inhibition, primary screen; Q8BHY3; HEK293 TMEM16A/YFP iodide influx fluorescence, ionomycin; normalized B-score (activity score, 25-100; higher = stronger inhibition) at 10 µM; hit rate 1.2% among 310,000; AID 588511;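 active = ratio plate-corrected score three or more library SD toward inhibition, starting fluorescence score within five deviations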;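 note: score derived from kinetic fluorescence span divided by baseline fluorescence per well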
TRPC4 act = opens the mouse TRPC4 cation channel; Q9QUQ5; hit rate 0.49% among 310,000; B-score at 10 µM; HEK293 TRPC4beta/mu-opioid, Fluo4 calcium fluorescence; active compounds read high; AID 2237;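 active = B-score above 5 SD of library B-scores, and initial fluorescence ratio not above library mean plus 5 SD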;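 note: positive B-score marks a calcium rise read as TRPC4 activation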
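Technique: kinetic Fluo4 calcium fluorescence; Test system: TRPC4beta and mu-opioid receptor HEK293 stable cells; Measure: B-scored integrated calcium fluorescence ratio; Benchmarks: low control buffer alone, high control maximal DAMGO; Schedule: 45 min room-temperature Fluo4 loading, 110 s read.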
RGS4 inh = human RGS4 inhibition. B-score at 10 µM. hit rate 0.45% among 310,000. P49798. HEK293 M3R/RGS4 inducible, Fluo-4 calcium flux; active compounds read high; triggered by carbachol at its EC20;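 active = B-score, a plate-corrected calcium signal, over three deviations above library mean, with baseline fluorescence within five deviations of library mean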;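 note: RGS4 expression induced by doxycycline in cells with stable M3 receptor; B-score is computed from the integrated fluorescence ratio over baseline after carbachol; higher B-score means a larger calcium signal and so more RGS4 inhibition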
TRPC6 inhibitor = inhibitors of mouse TRPC6 channel | Q61143 | HEK293-TRPC6, membrane potential dye, ACh-evoked depolarization; active compounds read low | hit rate 1.1% among 310,000 | B-score at 10 µM;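 active = B-score under library mean minus 3 SD, initial fluorescence not abnormally high, positive integrated signal ratio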;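 note: B-score derived from integrated fluorescence ratio over the kinetic read; more negative B-score means stronger inhibition of depolarization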
Target sequence (Q61143 whole entry, looked up): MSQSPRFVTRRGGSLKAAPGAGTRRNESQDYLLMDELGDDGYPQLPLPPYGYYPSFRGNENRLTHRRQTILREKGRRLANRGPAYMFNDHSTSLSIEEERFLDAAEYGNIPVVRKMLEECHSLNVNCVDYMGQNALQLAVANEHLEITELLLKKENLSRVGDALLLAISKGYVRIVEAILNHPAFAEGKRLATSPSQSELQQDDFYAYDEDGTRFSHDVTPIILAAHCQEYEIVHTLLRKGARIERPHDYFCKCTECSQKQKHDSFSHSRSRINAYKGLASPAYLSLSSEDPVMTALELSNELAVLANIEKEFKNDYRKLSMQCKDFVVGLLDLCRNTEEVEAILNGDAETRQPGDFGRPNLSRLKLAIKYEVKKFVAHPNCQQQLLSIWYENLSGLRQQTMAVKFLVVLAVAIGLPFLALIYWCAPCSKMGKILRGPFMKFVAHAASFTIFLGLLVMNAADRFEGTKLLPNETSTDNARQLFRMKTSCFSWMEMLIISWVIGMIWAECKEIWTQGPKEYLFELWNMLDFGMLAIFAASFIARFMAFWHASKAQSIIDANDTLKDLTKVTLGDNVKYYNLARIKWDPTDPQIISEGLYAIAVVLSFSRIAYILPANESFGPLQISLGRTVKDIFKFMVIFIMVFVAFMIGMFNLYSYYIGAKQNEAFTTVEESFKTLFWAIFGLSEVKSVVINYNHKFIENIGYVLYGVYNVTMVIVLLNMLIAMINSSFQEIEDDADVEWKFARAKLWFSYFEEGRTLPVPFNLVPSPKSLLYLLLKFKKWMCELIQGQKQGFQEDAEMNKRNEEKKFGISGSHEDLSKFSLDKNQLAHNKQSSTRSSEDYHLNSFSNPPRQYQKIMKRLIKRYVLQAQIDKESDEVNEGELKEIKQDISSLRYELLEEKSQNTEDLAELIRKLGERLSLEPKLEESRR
MrgX1 PAM = human MrgX1 positive allosteric modulation, primary screen | B-score at 10 µM | hit rate 0.63% among 310,000 | MrgX1-HEK293, Fluo-4 calcium flux, FDSS; active compounds read high | Q96LB2;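 active = plate-corrected calcium response at least 3 library SD above typical, normal starting fluorescence, not activating the receptor alone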;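 note: compound read alongside a low EC10 to EC30 dose of BAM8-22 agonist; peak minus trough fluorescence over baseline measured at the second addition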
MrgX1 antagonist = blocks BAM8-22 activation of human MrgX1 receptor; Q96LB2; B-score at 10 µM; MRGX1-HEK293 calcium flux, Fluo-4, BAM8-22 antagonism; active compounds read low; hit rate 1.3% among 310,000;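 active = calcium-response B-score plate-corrected more than 3 library SD below zero, starting fluorescence within 5 deviations, no agonist response on first addition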;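 note: peak minus trough fluorescence over baseline after final BAM8-22 challenge near maximal dose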
ANO1 activ = activators or potentiators of mouse TMEM16A chloride channel. Q8BHY3. HEK293 TMEM16A/YFP-H148Q/I152L, iodide quench fluorescence; active compounds read low. B-score at 10 µM. hit rate 0.3% among 340,000;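 active = fluorescence-ratio B-score plate-corrected deviation score at least 3 library SD below zero, with starting fluorescence score within 5 deviations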;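 note: channel opened by trigger with iodide after compound preincubation; score built on the fluorescence ratio of max minus min over baseline; more negative score means more quench and so TMEM16A activation or potentiation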
TRPC6 activator = mouse TRPC6 channel activation. Q61143. HEK293-TRPC6 membrane potential dye fluorescence; active compounds read high. B-score at 10 µM. hit rate 0.13% among 310,000. AID 2550;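 active = B-score of the integrated fluorescence ratio above library mean plus 3 SD, and starting fluorescence ratio within library mean plus 5 SD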;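 note: higher score means more depolarization so channel activation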
Numbers without * were called inactive; i = inactive; · = not tested or not shown.

smiles,TRPC4 act,TRPC4 inh,TRPC6 inhibitor,MrgX1 PAM,ANO1 block,MrgX1 agonist,TRPC6 activator,RGS4 inh,MrgX1 antagonist,ANO1 activ,TRPC4 potent
Cc1c(C(=O)Nc2ccc(Nc3ccccc3)cc2)cccc1[N+](=O)[O-],i,i,i,i,i,i,i,i,i,i,i
CCCCOc1cccc(NC(=O)CSc2nccn2C)c1,i,i,i,i,i,i,i,i,i,i,i
Cc1cccc(NC(=O)c2cccc(N3C(=O)C4CCC(C)CC4C3=O)c2)c1C (stereo not given),i,i,i,i,i,i,i,i,i,i,i
CCCCC(=O)Nc1cc(OCC)c(NC(=O)c2ccccc2[N+](=O)[O-])cc1OCC,i,i,i,i,i,i,i,i,i,i,i
CC(OC(=O)c1cccs1)C(=O)NCC1CCCO1 (stereo not given),i,i,i,i,i,i,i,i,i,i,i
CC(=O)Nc1ccc(C(=O)NNS(=O)(=O)c2ccc(C)cc2)cc1,i,i,i,i,i,i,i,i,i,i,i
CCc1cc2ccc(C)cc2nc1SCC(=O)c1ccc(NC(C)=O)cc1,i,i,i,i,i,i,i,i,i,i,i
COc1ccc(COC(=O)C2=C(C)NC(=O)NC2c2ccc(O)c(OC)c2)cc1 (stereo not given),i,i,i,i,i,i,i,i,i,i,i
O=P(c1ccccc1)(c1ccccc1)C1CCCO1 (stereo not given),i,i,i,i,i,i,i,i,i,i,i
COc1ccc(-c2cc(C(=O)N/N=C/c3cc(OC)c(OC)cc3OC)c3ccccc3n2)cc1,i,i,i,i,i,i,i,i,i,i,i
CC(=O)NC(CC(=O)Oc1ccc(C)cc1Br)c1ccccc1 (stereo not given),i,i,i,i,i,i,i,i,i,i,i
CCn1c(C2CC(=O)N(c3cc(C)cc(C)c3)C2)nc2ccccc21 (stereo not given),i,i,i,i,i,i,i,i,i,i,i
COc1ccc(-n2c(SCC(=O)N3CCCCC3)nc3ccccc3c2=O)cc1,i,i,i,·,·,·,i,i,·,i,i
COc1ccc(OC)c(S(=O)(=O)Nc2cccc(C(C)=O)c2)c1,i,i,i,i,i,i,i,i,i,i,i
CCOC(=O)c1ccc(NC(=O)CN2CCN(C(=O)c3ccco3)CC2)cc1,i,i,i,i,i,i,i,i,i,i,i
CCCC(=O)Nc1nn(CC(C)C)c2nc3cc(C)ccc3cc12,i,i,i,i,i,i,i,i,i,i,i
Cc1nn(-c2ccccc2)c2c1C(c1ccco1)C(C#N)=C(N)O2 (stereo not given),i,i,i,i,i,i,i,i,i,i,i
CCOC(=O)N1CCN(c2c(-c3ccc(C(C)C)cc3)c(=O)c2=O)CC1,i,i,i,i,i,i,i,i,i,i,i
O=C(COC(=O)c1cc(Br)ccc1O)NNC(=O)c1ccc(Cl)cc1,i,i,i,i,i,i,i,i,i,i,i
CC1=NN(c2ccccc2)C(=O)/C1=C/C=C/C=C/N(C)C,i,i,i,i,i,i,i,i,i,i,i
Cc1ccc(SCc2[nH]nc3c2C2(CCSCC2)C(C#N)=C(N)O3)cc1,i,i,i,i,i,i,i,i,i,i,i
O=C(Oc1ccc([N+](=O)[O-])cc1)c1cc(-c2ccccc2)nc2ccccc12,i,i,i,i,i,i,i,i,i,i,i
Cc1[nH]c2ccccc2c1C(=O)C(=O)N1CCN(c2cccc(Cl)c2)CC1,i,i,i,i,i,i,i,i,i,-52.8*,i
COc1cc(C(c2nnnn2C2CCCC2)N2CCN(C(=O)c3ccco3)CC2)cc(OC)c1OC (stereo not given),i,i,i,i,i,i,i,i,i,i,i
CC1=C(C(=O)OC2CCCCC2)C(c2cccnc2)n2nnnc2N1 (stereo not given),i,i,i,i,i,i,i,i,i,i,i
O=C(Nc1ccccc1)C1CC(=O)n2c(nc3ccccc32)N1 (stereo not given),i,i,i,i,i,i,i,i,i,i,i
O=C(COC(=O)c1cccc(S(=O)(=O)N2CCOCC2)c1)c1ccccc1,i,i,i,i,i,i,i,i,i,i,i
COc1ccc(C2=NN(c3ccccc3)C(c3ccc(OC)c(OC)c3)C2)cc1 (stereo not given),i,i,i,i,i,i,i,i,i,i,i
COc1cccc(NC(=S)NCCCN2CCOCC2)c1,i,i,i,i,i,i,i,i,i,i,i
Cc1nn(-c2ccccc2)c2c1C(c1ccncc1)C(C#N)=C(N)O2 (stereo not given),i,i,i,i,i,i,i,i,i,i,i
CN(C)c1ccc(C(CC(=O)O)C(=O)O)cc1 (stereo not given),i,i,i,i,i,i,i,i,i,i,i
CCN1CCN(C(=O)C2=CC(c3ccc(C)cc3)=NS(=O)(=O)N2C)CC1,i,i,i,i,i,i,i,i,i,i,i
Cc1c(C=O)c2ccccn2c1C(=O)c1ccc(F)cc1,i,i,i,i,i,i,i,i,i,i,i
O=C(Nc1ccccc1)NC1CCN(Cc2ccccc2)CC1,i,i,i,i,i,i,i,i,i,i,i
CN(C)C(CNC(=O)c1oc2ccccc2c1CSc1ncn[nH]1)c1ccco1 (stereo not given),i,-7*,i,i,i,i,i,i,i,i,i
CN(Cc1ccc(F)cc1)C(=O)c1cccc(NS(=O)(=O)c2ccccc2)c1,i,i,i,i,i,i,i,i,i,i,i
CCOC(=O)N1CCN(c2cc(=O)n(C3CCCCC3)c(=O)[nH]2)CC1,i,i,i,i,i,i,i,i,i,i,i
COCCNC(=O)c1c(CSc2ccc(F)cc2)noc1C(=O)NCc1ccccc1,i,i,i,i,i,i,i,i,i,i,i
O=C(Nc1nn(Cc2ccccc2F)cc1Br)c1cccs1,i,i,i,i,i,i,i,i,i,i,i
OCCNc1nc(-c2ccccc2)c2cc(Br)ccc2n1,i,i,i,i,i,i,i,i,i,i,i

Full records, looked up by structure.
`O=C(Nc1ccccc1)C1CC(=O)n2c(nc3ccccc32)N1` (stereo not given) is entered as TRPC4 act: i; TRPC4 inh: i; TRPC6 inhibitor: i; MrgX1 PAM: i; ANO1 block: i; MrgX1 agonist: i; TRPC6 activator: i; RGS4 inh: i; MrgX1 antagonist: i; ANO1 activ: i; TRPC4 potent: i
`CCOC(=O)N1CCN(c2cc(=O)n(C3CCCCC3)c(=O)[nH]2)CC1` is entered as TRPC4 act: i; TRPC4 inh: i; TRPC6 inhibitor: i; MrgX1 PAM: i; ANO1 block: i; MrgX1 agonist: i; TRPC6 activator: i; RGS4 inh: i; MrgX1 antagonist: i; ANO1 activ: i; TRPC4 potent: i

The listing continues.
smiles,TRPC4 act,TRPC4 inh,TRPC6 inhibitor,MrgX1 PAM,ANO1 block,MrgX1 agonist,TRPC6 activator,RGS4 inh,MrgX1 antagonist,ANO1 activ,TRPC4 potent
CCC(=O)Nc1cccc(NC(=O)COc2ccc(OC)cc2)c1,i,i,i,i,i,i,i,i,i,i,i
CCCc1n[nH]c2c1C(=O)C(C(=O)OC)C(C)(C)C2 (stereo not given),i,i,i,i,i,i,i,i,i,i,i
O=C(NCc1ccccc1)C1CC(=O)N(c2ccc(OCC(=O)N3CCOCC3)cc2)C1 (stereo not given),i,i,i,i,i,i,i,i,i,i,i
CCOc1ccc(-c2noc(CCC(=O)NCCc3ccccc3)n2)cc1OC,i,i,i,i,i,i,i,i,i,i,i
CCCn1c(=O)n(N)c2ccccc21,i,i,i,i,i,i,i,i,i,i,i
CC1CCCC(C)N1Cc1cn2ccccc2n1 (stereo not given),i,i,i,i,i,i,i,i,i,i,i
Cc1ccccc1NC(=O)Cn1c(C)nc2ccc(NC(=O)C3CC3)cc2c1=O,i,i,i,i,i,i,i,i,i,i,i
CCc1nc2ccccc2c(C(=O)NCc2ccccc2)c1C,i,i,i,6.98*,i,i,i,i,i,i,i
CC(=O)Nc1c(-c2cc(=O)oc3cc(C)ccc23)oc2ccccc12,i,i,i,·,·,·,i,i,·,·,i
COc1ccccc1C(=O)Nc1ccc2c(c1)C(=O)NC2=O,i,i,i,i,i,i,i,i,i,i,i
O=C1c2ccccc2NC(c2ccccc2O)N1O (stereo not given),i,i,i,i,i,i,i,i,i,i,i
CC(=O)c1ccc(OCc2cc(C(=O)N3CCOCC3)no2)cc1,i,i,i,i,i,i,i,i,i,i,i
COc1ccc(N/C=C(\C#N)c2nc3ccccc3n2C)c(OC)c1,i,i,i,i,i,i,i,i,i,i,i
CCC(C)NC(=O)C1CCN(S(=O)(=O)c2cccc3nonc23)CC1 (stereo not given),i,i,i,i,i,i,i,i,i,i,i
CC(=O)Nc1nc(N2C(=O)c3ccccc3C2=O)n(-c2ccccc2)n1,i,i,i,i,i,i,i,i,i,i,i
CCOc1ccccc1NC(=O)n1ncc2c(C)cccc21,i,i,i,i,i,i,i,i,i,i,i
CCOC(=O)C(C)Sc1nnc(-c2ccccc2O)n1Cc1ccccc1 (stereo not given),i,i,i,i,i,i,i,i,i,i,i
CN(C)C(CNC(=O)c1cccnc1Sc1ccccc1)c1ccco1 (stereo not given),i,i,i,i,i,i,i,i,i,i,i
CCN(CC)c1ccc(C(=O)OCC(=O)Nc2ccccc2-c2ccccc2)cc1,i,i,i,i,i,i,i,i,i,i,i
Cc1ccc(C)c(NC(=S)NCc2cccs2)c1,i,i,i,i,i,i,i,i,i,i,i
C=CCN(c1ccccc1)S(=O)(=O)c1cccc(C(=O)Nc2nnc(SCC)s2)c1,i,i,i,i,i,i,i,i,i,i,i
COc1cccc(N2CCN(C(=O)C3CCCN(S(=O)(=O)c4cnc[nH]4)C3)CC2)c1 (stereo not given),i,i,i,i,i,i,i,i,i,i,i
COc1ccc(CC(=O)N/N=C(\C)c2cccnc2)cc1OC,i,i,i,i,i,i,i,i,i,i,i
COc1ccc(N2CCN(CCCNC(=O)C3CCCN(S(=O)(=O)c4c(C)n[nH]c4C)C3)CC2)cc1 (stereo not given),i,i,i,i,i,i,i,i,i,i,i
O=C(Cn1cnc2ccccc2c1=O)Nc1ccc(S(=O)(=O)N2CCOCC2)cc1,i,i,i,i,i,i,i,i,i,i,i
COc1ccc(C(O)Cn2ccsc2=NC(C)=O)cc1 (stereo not given),i,i,i,i,i,i,i,i,i,i,i
CCN1CCN(C(=O)CCc2nc3ccccc3n2-c2ccccc2)CC1,i,i,i,i,i,i,i,i,i,i,i

Bioassay records: PubChem BioAssay, Johns Hopkins Ion Channel Center
